Pin1 inhibitor – human Pin1 inhibition. Q13526. Pin1 FP peptide displacement, HiFluor488, 10 min. Potency, µM (doses to about 115 µM), for the others: at the highest dose activity, negative = inhibition, hits mostly inhibitors. actives 0.009% (n = 390,000). AID 504891; active = well fitted inhibition curve with a large enough effect in the polarisation, with a control signal flat, not every such curve was filed as active; inconclusive = small, poorly fitted or top-dose-only effect, or effect the other way, or a change in a side signal; inactive = no such curve, though single readings can be large or run the other way; the % refers to the polarisation; also: potency is read from the fitted curve at half-maximal effect; % is scaled to controls: 0 for no effect and ±100 for the full control effect
Target sequence (Q13526 whole entry, looked up): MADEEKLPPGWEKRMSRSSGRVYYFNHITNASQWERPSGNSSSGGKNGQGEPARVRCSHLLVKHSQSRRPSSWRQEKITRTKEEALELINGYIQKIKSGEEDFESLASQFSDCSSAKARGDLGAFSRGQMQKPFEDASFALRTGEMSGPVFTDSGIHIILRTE
HP1b binding inh – inhibitors of HP1-beta chromodomain binding to methylated histone tails; P83916; AlphaScreen HP1-beta / biotin-H3K9me3 peptide binding; Potency, µM (doses to about 114 µM), without a hit: at the highest dose activity change, negative = inhibition, most hits filed as inhibitors; actives 0.56% (n = 390,000); AID 540317; also: potency is read from the fitted curve at half-maximal effect; nearly all actives have a fitted effect of over 70% in size; inactives centre near 23
Target sequence (P83916 whole entry, looked up): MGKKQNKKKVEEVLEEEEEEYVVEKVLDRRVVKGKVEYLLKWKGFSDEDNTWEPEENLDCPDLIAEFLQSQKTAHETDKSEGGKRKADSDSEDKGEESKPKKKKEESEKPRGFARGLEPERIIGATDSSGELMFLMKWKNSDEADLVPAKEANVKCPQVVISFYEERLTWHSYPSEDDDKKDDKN
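Compound inhibition of the preformed complex between 50 nM HP1-beta and 50 nM biotinylated H3K9me3 peptide was read by AlphaScreen. Buffer was PBS pH 7.4 with 0.01% Tween-20. Incubations ran 30 min at room temperature, with 10 ug/mL donor/acceptor beads.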
PGK inhibitor – T. brucei PGK inhibition. P07378. PGK/GAPDH coupled, Kinase-Glo luminescence, 60 min. Potency, µM (top dose mostly 57.5 µM), without a hit: at the highest dose activity change, negative = inhibition, hits mostly inhibitors. actives 0.043% (n = 380,000); also: potency is read from the fitted curve at half-maximal effect; % is scaled to controls: 0 for no effect and ±100 for the full control effect; nearly all actives have a fitted effect of over 60% in size
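Luminescent ATP detection (Kinase-Glo Plus) follows a 60-minute room-temperature incubation, with wells lacking PGK as controls. Buffer: 100 mM TEA (pH 7.6), 5 mM MgCl2, 0.01% Tween-20. Coupling enzyme GAPDH (100 nM final) supplies unstable 1,3-BPG in-well.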
TrxR1 substrate – substrates of rat thioredoxin reductase 1; O89049; purified TrxR1 substrate turnover, NADPH consumption readout; Potency, µM (series often up to 114 µM), for the others: at the highest dose activity change, negative = substrate turnover; actives 0.01% (n = 390,000); AID 588456; also: potency is read from the fitted curve at half-maximal effect; % is scaled to controls: 0 for no effect and ±100 for the full control effect; nearly all actives have a fitted effect of over 50% in size
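Rat TrxR1, dispensed at 90 nM, was prereduced with 400 uM NADPH (final) for 5 min at ~22 deg C, then incubated with compound 15 min before 400 uM selenite. A first-read NADPH fluorescence drop versus no-compound background flagged substrates.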
mIDH1 inhibitor – inhibitors of human mutant IDH1 R132H; AID 602179; Potency, µM (highest dose often 76.6 µM), without a hit: at the highest dose activity change, negative = inhibition, usual class: inhibitors; IDH1-R132H enzyme, NADPH consumption, diaphorase/resazurin fluorescence; actives 0.093% (n = 390,000); O75874; also: potency is read from the fitted curve at half-maximal effect; % is scaled to controls: 0 for no effect and ±100 for the full control effect; nearly all actives have a fitted effect of over 65% in size
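IDH1-R132H (0.5 ug/mL dispensed) in pH 7.5 Tris buffer was preincubated 30 min with compound, then given a substrate mix of 0.016 mM NADPH and 2 mM alpha-KG for 80 min at room temperature; remaining NADPH was read by diaphorase/resazurin fluorescence.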
USP1 inh – USP1/UAF1 (human) deubiquitinase inhibition; Potency, µM (doses to about 57.1 µM), for the others: at the top dose activity change, negative = inhibition, most hits filed as inhibitors; recombinant USP1/UAF1, Ub-Rhodamine cleavage fluorescence; O94782; actives 0.23% (n = 390,000); also: potency is read from the fitted curve at half-maximal effect; % is scaled to controls: 0 for no effect and ±100 for the full control effect; nearly all actives have a fitted effect of over 60% in size; inactives centre near -12
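Step one: compound is pinned into 1nM USP1/UAF1 in HEPES pH 7.8 buffer with TCEP. Step two: 15 min room-temperature incubation. Step three: Ub-Rho (150nM final) starts cleavage, tracked by fluorescence over six one-minute reads.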
PI4K2A block – inhibitors of human PI4K2A | Q9BTU6 | purified PI4K2A, ADP-Glo luminescence, 1 h; hits give low values | activity change, negative = inhibition, % at 76.9 µM | actives 0.13% (n = 420,000); in the data active = activity change below about -50%; inconclusive = mostly about -30% to -49%;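 also: -100% = wells without enzyme as full effect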
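Compounds are screened against recombinant PI4K2A using PI as substrate and ATP, the latter dispensed at 300 microM. Reactions run one hour at ambient temperature before ADP-Glo detection; full inhibition defined by wells lacking enzyme.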
GLS inh – inhibitors of human glutaminase (GLS) | O94925 | GLS enzymatic activity, qHTS titration | Potency, µM (titrated, usually from 45.5 µM), for inactives: at the highest dose activity change, negative = inhibition, actives largely listed as inhibitors | actives 0.21% (n = 410,000); also: potency is read from the fitted curve at half-maximal effect; % is scaled to controls: 0 for no effect and ±100 for the full control effect
Target sequence (O94925 whole entry, looked up): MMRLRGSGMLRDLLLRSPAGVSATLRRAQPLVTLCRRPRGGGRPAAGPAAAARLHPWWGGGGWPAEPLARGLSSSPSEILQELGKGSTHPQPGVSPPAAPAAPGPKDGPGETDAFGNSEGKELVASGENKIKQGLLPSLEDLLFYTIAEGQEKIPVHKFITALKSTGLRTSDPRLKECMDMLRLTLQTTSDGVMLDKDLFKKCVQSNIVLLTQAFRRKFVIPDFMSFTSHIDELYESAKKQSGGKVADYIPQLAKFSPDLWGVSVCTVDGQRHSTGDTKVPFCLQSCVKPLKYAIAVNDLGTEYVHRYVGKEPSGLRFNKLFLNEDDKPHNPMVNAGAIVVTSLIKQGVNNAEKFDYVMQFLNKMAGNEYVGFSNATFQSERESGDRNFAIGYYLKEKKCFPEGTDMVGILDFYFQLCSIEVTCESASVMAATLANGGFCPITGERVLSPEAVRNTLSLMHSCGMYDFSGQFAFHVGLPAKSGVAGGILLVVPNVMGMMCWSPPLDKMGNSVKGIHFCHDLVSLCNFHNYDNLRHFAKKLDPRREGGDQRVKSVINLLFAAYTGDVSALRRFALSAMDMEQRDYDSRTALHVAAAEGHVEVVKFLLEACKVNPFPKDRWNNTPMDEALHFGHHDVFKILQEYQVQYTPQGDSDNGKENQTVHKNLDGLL
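hKGA in 45 mM KH2PO4 pH 8.2, 0.02% Tween-20 with pin-transferred compounds; 1 mM L-glutamine (stock) plus glutamate oxidase/HRP/Amplex Red coupling added. Fluorescence read initially and after 30 min at RT.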
rTrxR1 inhibitor – rat TrxR1 inhibition. O89049. recombinant rTrxR1, NADPH fluorescence consumption, selenite substrate. Potency, µM (titrated, usually from 114 µM), without a hit: at the top dose activity change, negative = inhibition, most hits filed as inhibitors. actives 1% (n = 390,000); also: potency is read from the fitted curve at half-maximal effect; % is scaled to controls: 0 for no effect and ±100 for the full control effect; nearly all actives have a fitted effect of over 65% in size
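Rat TrxR1 (90 nM in the dispensed reagent) was pre-reduced with 400 uM NADPH for 5 min at room temperature, then incubated with compound for 15 min. After 400 uM selenite was added, NADPH fluorescence (Ex 340/Em 450 nm) was followed for 8 min.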
* hit, by the source's call; i = inactive; ? = inconclusive; . = not tested or not shown; & = joins results of further samples; [ ] = dose if it differs, or a comment. Unless noted, calls follow the shape of the dose curve; as a rule, active = well fitted curve in the direction sought with a large enough effect; inconclusive = small, poorly fitted or top-dose-only effect, or another doubt; inactive = no such curve, though single readings can be large; an effect the other way counts as inactive or inconclusive. Not all compounds are listed (hit frequency here may not be typical).

SMILES | Pin1 inhibitor | HP1b binding inh | PGK inhibitor | TrxR1 substrate | mIDH1 inhibitor | USP1 inh | PI4K2A block | GLS inh | rTrxR1 inhibitor
CN(C)c1nc2c(cnn2C)c(=O)[nH]1 | -2% | 39%[activator] | -10% | -6%[57.1 µM] | 3% | ? | 2 | -4% | 4%[57.1 µM]
CCC[N+](CC#Cc1ccccc1)(CCC)CC(=O)OCC | 1% | 19% | -2% | -9% | 7% | -6% | -1 | 1% | -11%
O=C1NCC(Nc2ccc(Br)cc2)C(=O)N1 (centres undefined) | -2% | 22% | 8% | -2% | -10% | ? | 4 | 16% | 21%
COC1=CC(=O)C(O)=C(CCCCCCC/C=C/CCCCCCCC2=C(O)C(=O)C=C(OC)C2=O)C1=O | . | ? | ? | 3% | -3% | ? | -12 | 13% | -1%
O=C(CSc1nc2[nH]ncc2c(=O)[nH]1)Nc1ccc(OC(F)(F)F)cc1 | 14% | 14% | 1% | -13% | -3% | -6% | 1 | 4% | -13%
Cn1ccsc1=NC(=O)c1ccc(S(C)(=O)=O)cc1 | 2% | 12% | -12% | -12% | -11% | -23% | -2 | -8% | -12%
O=S(=O)(Nc1cccc(Oc2cnccn2)c1)c1ccc(F)cc1 | -4% | 58%[activator] | -2% | -17%[57.1 µM] | 10% | -2% | 1 | -2% | 24%[57.1 µM]
CC(C)C[C@@H](C(=O)O)N(Cc1cccc(CN([C@@H](CC(C)C)C(=O)O)S(C)(=O)=O)c1)S(C)(=O)=O | -12% | 57%[activator] | -7% | 1% | -4% | -32% | 0 | 5% | -3%
O=C(/C=C/c1cccc([N+](=O)[O-])c1)Nc1cccc(NC(=O)c2ccco2)c1 | 0% | -22% | -1% | -15% | 0% | 2% | -4 | 1% | -17%
O=C(COC(=O)c1cncc(Br)c1)NCc1ccc2c(c1)OCO2 | 6% | 41%[activator] | 3% | -3% | -9% | -3% | -5 | 5% | 5%
CC(NC(=O)c1ccc(Br)o1)C1CC2CCC1C2 (centres undefined) | -5% | 24% | 3% | -5% | -7% | -9% | 1 | 5% | 9%
CCOC(=O)C1CCCn2c1nc1sc3c(c1c2=O)CCCC3 (centres undefined) | 0% | 12% | -2% | 3% | 0% | -8% | -1 | -2% | -1%
CC(=O)NCCc1nc2cc(NC(=O)c3cccc([N+](=O)[O-])c3)ccc2n1C | 2% | 27% | -1% | 0% | 0% | ? | 10 | -4% | 21%
Cc1ccc(C(=O)Nc2ccc(N3CCCCC3)cc2)cc1 | -3% | 21% | 3% | -4% | . | . | -1 | 17% | 0%[57.1 µM]
Cc1ccc(S(=O)(=O)CCC(=O)OCC(=O)NCCc2ccc(S(N)(=O)=O)cc2)cc1 | -3% | 50%[activator] | -8% | 6% | 0% | -18% | 4 | -4% | 15%
OC(CNCc1ccccc1Cl)C(F)(F)F (centres undefined) | -6% | 50%[activator] | -10% | 9%[11.4 µM] | 2% | -23% | -1 | -1% | 15%[11.4 µM]
CCCCSCc1nc2ccccn2c1Br | 0% | 62%[activator] | -7% | 7% | 0% | -18% | 3 | -13% | 8%
Cc1ccc(/C=N\NC(=O)/C(=C\Nc2nccc(C)n2)NC(=O)c2ccccc2)cc1 | -7% | 17% | i | -15% | 4% | -19% | -11 | -13% | -11%
CN1CCn2c1nc(N1CCOCC1)nc2=O | 2% | -3% | 6% | 6%[57.1 µM] | 3% | -2% | 2 | 2% | 7%
CCN(CC)c1ccc(NC(=O)c2ccco2)c(C)c1 | -2% | -8% | -3% | -5% | 2% | -6% | -2 | 54%[activator] | 9%
O=C(N/N=C/c1cccc([N+](=O)[O-])c1)c1ccc(Br)cc1 | 33%[activator] | 28% | -9% | 0% | 26% | -15% | 3 | 1% | 0%
Cc1ccc(CSc2nnc(-c3ccccn3)n2C)cc1 | 0% | 38% | -2% | -1% | 4% | -25% | -10 | -1% | -2%
CC(=O)N1CCN(c2cc(N3CCCC3)c(F)cc2[N+](=O)[O-])CC1 | 3% | 9% | 6% | -16% | 0% | -11% | -8 | -6% | -15%
COc1cccc(C=Cc2nccc3ccccc23)c1OC | . | . | -3% | . | -6% | -16% | 5 | 1% | .
O=C(O)c1ccc(N/N=C/C=C/c2ccc([N+](=O)[O-])o2)cc1 | 93%[activator] | ? | ? | -24% | 5% | -24% | -17 | 130%[activator] | -69%

Nothing new here: entries from further up.
SMILES | Pin1 inhibitor | HP1b binding inh | PGK inhibitor | TrxR1 substrate | mIDH1 inhibitor | USP1 inh | PI4K2A block | GLS inh | rTrxR1 inhibitor
CCN(CC)c1ccc(NC(=O)c2ccco2)c(C)c1 | -2% | -8% | -3% | -5% | 2% | -6% | -2 | 54%[activator] | 9%
O=C(N/N=C/c1cccc([N+](=O)[O-])c1)c1ccc(Br)cc1 | 33%[activator] | 28% | -9% | 0% | 26% | -15% | 3 | 1% | 0%
Cc1ccc(CSc2nnc(-c3ccccn3)n2C)cc1 | 0% | 38% | -2% | -1% | 4% | -25% | -10 | -1% | -2%
CC(=O)N1CCN(c2cc(N3CCCC3)c(F)cc2[N+](=O)[O-])CC1 | 3% | 9% | 6% | -16% | 0% | -11% | -8 | -6% | -15%
COc1cccc(C=Cc2nccc3ccccc23)c1OC | . | . | -3% | . | -6% | -16% | 5 | 1% | .
O=C(O)c1ccc(N/N=C/C=C/c2ccc([N+](=O)[O-])o2)cc1 | 93%[activator] | ? | ? | -24% | 5% | -24% | -17 | 130%[activator] | -69%

(listing goes on)
SMILES | Pin1 inhibitor | HP1b binding inh | PGK inhibitor | TrxR1 substrate | mIDH1 inhibitor | USP1 inh | PI4K2A block | GLS inh | rTrxR1 inhibitor
Cc1ccccc1NC1=NC(C)(C)N=C(N)N1 | 3% | 2% | i | -7%[57.1 µM] | -1% | -6% | 3 | 11% | -4%[57.1 µM]
NC(=O)CN1C(=O)C(=O)N(Cc2ccccc2Cl)C1=O | 0% | 15% | -1% | -3% | -3% | -7% | 3 | 0% | 15%
O=S(=O)(c1cccc(Cl)c1)N1CCN(S(=O)(=O)c2ccc3c(c2)OCCO3)CC1 | 0%&-9% | 47%[activator] | -6% | 0%[57.1 µM] | . | . | -3 | 1% | 12%[57.1 µM]
Cc1cccc(C(=O)NCC(C)NC(=O)c2cccc(C)c2)c1 (centres undefined) | 0% | 7% | -2% | 11% | 2% | -5% | 2 | 9% | 18%
Cn1c(=O)c2c(SCc3ccccn3)nc(C3CC3)nc2n(C)c1=O | 1% | 3% | i | 9%[57.1 µM] | 3% | -8% | -6 | -8% | 18%[57.1 µM]
Cc1ccc(-n2[nH]c(C)c(C=Nc3ccc(Br)cn3)c2=O)cc1 | -1% | 8% | -5% | 2% | -1% | -22% | 1 | 2% | 17%
Cc1ccc(-c2nnn(CC(=O)N3C(C)CCCC3C)n2)cc1 (centres undefined) | -4% | 22% | 3% | -3%[57.1 µM] | 2% | -4% | 3 | -2% | 1%[57.1 µM]
CC(=O)c1ccc(NC(=O)N2CCN(c3ccc(C)cc3)C(C)C2)cc1 (centres undefined) | -2% | 41%[activator] | -2% | -1% | 5% | -20% | -3 | 4% | 15%
O=C(NC1CCCCC1)C(c1ccccc1)N(C(=O)c1csnn1)C1CC1 (centres undefined) | 7% | -5% | -6% | 0%[57.1 µM] | 3% | -19% | -2 | -18% | 8%[57.1 µM]
CCOC(=O)c1c(NC(=O)CSc2nnc(-c3c[nH]c4ccccc34)n2CCOC)sc2c1CCCC2 | 9% | 4% | -2% | 7%[57.1 µM] | 4% | -12% | 3 | -5% | 7%[57.1 µM]
COc1ccc(C(=O)NNC(=O)CCc2nc3ccccc3c(=O)[nH]2)cc1 | 1% | 32% | -5% | -9% | 2% | -1% | -10 | -2% | -6%
CCCCn1cc(S(=O)(=O)c2cc(C)ccc2C)c(=O)c2cc(F)c(N3CCC(C)CC3)cc21 | -6% | 12% | 4% | 3% | 21% | -24% | -5 | -6% | 9%
O=C(COc1ccc(Cl)cc1Cl)NC(=O)c1ccccc1 | 12% | 38% | i | 1% | 5% | -19% | -2 | -4% | 28%

Two compounds drawn at random from the list so far, as already listed:
SMILES | Pin1 inhibitor | HP1b binding inh | PGK inhibitor | TrxR1 substrate | mIDH1 inhibitor | USP1 inh | PI4K2A block | GLS inh | rTrxR1 inhibitor
NC(=O)CN1C(=O)C(=O)N(Cc2ccccc2Cl)C1=O | 0% | 15% | -1% | -3% | -3% | -7% | 3 | 0% | 15%
O=C(NC1CCCCC1)C(c1ccccc1)N(C(=O)c1csnn1)C1CC1 (centres undefined) | 7% | -5% | -6% | 0%[57.1 µM] | 3% | -19% | -2 | -18% | 8%[57.1 µM]

High-throughput results from PubChem.
